STAT3 act = IL-6 driven STAT3 reporter potentiators, primary screen, U3A cells, luciferase, luminescence, MLSCN library; IL-6 STAT3-luciferase reporter; 100% = signal with IL-6 EC80 alone; 190,000 compounds, 0.91% hits; activation (% of control), % at 5.6 µM;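 active means activation above the screen-wide mean of compound activation plus 3 SD, cut at about 130% in these data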;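 further: 0% = background luminescence of wells with medium and substrate only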
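Material: human U3A cells carrying STAT3-luciferase construct. Measured by: reporter luminescence signal. Timing: compound 1 h, then IL-6 6 h at 37 °C.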
STAT3 blocker = IL-6 driven STAT3 reporter inhibitors, primary screen, U3A cells, luciferase, luminescence, MLSCN library; 190,000 compounds, 0.89% hits; IL-6 STAT3-luciferase reporter; host cell line lacks STAT1; inhibition, % at 5.5 µM;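 active means inhibition above the mean inhibition across all screened compounds plus 3 SD, cut at about 44% in these data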;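 further: 0% = DMSO only wells and 100% = 100 µM nifuroxazide control wells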
PPARg SRC2 recr = agonists of PPARg-SRC-2 recruitment, primary screen, biochemical, HTS. Peroxisome proliferator-activated receptor gamma (Homo sapiens), P37231. PPARgamma LBD-SRC-2 recruitment. activation, % at 8 µM. 200,000 compounds, 0.34% hits; in the data active means activation above about 22%;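 further: 0% = vehicle and 100% = reference agonist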
PPARg SRC3 recr = PPARgamma agonists recruiting SRC-3 coactivator, primary screen, biochemical; biochemical PPARgamma/SRC-3 coactivator recruitment assay; Peroxisome proliferator-activated receptor gamma (Homo sapiens), P37231; 200,000 compounds, 0.26% hits; activation, % at 8 µM; AID 731, 2007; in the data active means activation above about 23%;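 further: 0% = DMSO and 100% = reference agonist; some compounds past the cut are filed as inactive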
TLR4 MyD88 comp = inhibitors of TLR4-MyD88 association in cells, primary screen, cell-based, HeLa CL3-4, BLA complementation, FRET ratio; inhibition, % at 8.4 µM; HeLa CL3-4 TLR4/MyD88 BLA complementation; 200,000 compounds, 0.18% hits; in the data active means inhibition above about 25%;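 further: 0% = vehicle and 100% = reference inhibitor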
TR-FRET SRC-2 ct = TR-FRET signal artefacts, primary screen, artefact control for PPARgamma SRC-2 agonist project, biochemical; TR-FRET artefact counter-screen; active compounds read high; TR-FRET ratio at 8 µM; 200,000 compounds, 0.4% hits; AID 1049, 2008; in the data active means TR-FRET ratio above about 2000; further: inactives centre near 1500
PPARg SRC-1 ag = PPARgamma agonists recruiting SRC-1 coactivator, primary screen, biochemical; PPARgamma-SRC-1 coactivator recruitment biochemical assay; activation, % at 8 µM; 200,000 compounds, 0.41% hits; AID 631, 2007; in the data active means activation above about 19%;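 further: 0% = DMSO and 100% = reference agonist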
ROMK primary = ROMK potassium channel modulators, primary screen, cell-based, thallium flux, MLSMR library. ATP-sensitive inward rectifier potassium channel 1 (Homo sapiens), P48048. Tet-inducible ROMK, thallium flux fluorescence; actives lie on both sides. B-score at 10 µM. 130,000 compounds, 2% hits. AID 1918, 2009;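 active means signal ratio slope over the read window, or its plate-corrected B-score, at least 3 SD from the plate mean, either direction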;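 further: B-score of the F/F0 ratio slope over 7 to 12 s after thallium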
Target sequence (P48048 whole entry, looked up): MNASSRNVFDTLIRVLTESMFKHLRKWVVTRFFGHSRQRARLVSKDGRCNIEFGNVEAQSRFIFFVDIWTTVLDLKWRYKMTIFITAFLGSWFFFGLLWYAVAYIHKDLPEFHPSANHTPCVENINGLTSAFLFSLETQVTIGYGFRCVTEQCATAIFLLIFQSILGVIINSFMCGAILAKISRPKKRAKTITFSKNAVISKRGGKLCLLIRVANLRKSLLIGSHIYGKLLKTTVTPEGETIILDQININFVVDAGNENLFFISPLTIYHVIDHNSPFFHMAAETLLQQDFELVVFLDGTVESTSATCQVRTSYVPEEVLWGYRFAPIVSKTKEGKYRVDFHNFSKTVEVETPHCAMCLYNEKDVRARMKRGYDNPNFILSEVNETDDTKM
RAM network inh = inhibitors of the yeast RAM network, primary screen, dse1pr::URA3 reporter, 5-FOA selection; S. cerevisiae dse1pr::URA3 reporter, 5-FOA growth OD615, 2 d; analog-sensitive cbk1-as2 kinase mutant strain; inhibition, % at 50 µM; 190,000 compounds, 1.8% hits; AID 868, 2007;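 active means inhibition above a set limit, 3 SD over mean compound inhibition, cut at about 8.4% in these data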;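 further: 0% = DMSO-only wells with no growth and 100% = 10 µM 1-NA-PP1 full growth; inhibition rescues growth on 5-FOA so higher OD means more RAM inhibition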
S1P3 antagonist = S1P3 receptor antagonists, primary screen, cell-based; 170,000 compounds, 0.27% hits; inhibition, % at 4.98 µM; Sphingosine 1-phosphate receptor 3 (Homo sapiens), Q99500; CHO S1P3 NFAT-BLA reporter, FRET fluorescence, antagonist mode;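 active means inhibition above the plate cutoff, the mean inhibition of test wells on that plate plus 3 SD, cut at about 28% in these data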;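 further: cells challenged with S1P at its EC80 of 0.8 µM; blue over green emission ratio from cleaved BLA substrate after 4 h stimulation; 0% = S1P-stimulated wells and 100% = unstimulated DMSO-only wells; some compounds past the cut are filed as inactive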
Target sequence (Q99500 whole entry, looked up): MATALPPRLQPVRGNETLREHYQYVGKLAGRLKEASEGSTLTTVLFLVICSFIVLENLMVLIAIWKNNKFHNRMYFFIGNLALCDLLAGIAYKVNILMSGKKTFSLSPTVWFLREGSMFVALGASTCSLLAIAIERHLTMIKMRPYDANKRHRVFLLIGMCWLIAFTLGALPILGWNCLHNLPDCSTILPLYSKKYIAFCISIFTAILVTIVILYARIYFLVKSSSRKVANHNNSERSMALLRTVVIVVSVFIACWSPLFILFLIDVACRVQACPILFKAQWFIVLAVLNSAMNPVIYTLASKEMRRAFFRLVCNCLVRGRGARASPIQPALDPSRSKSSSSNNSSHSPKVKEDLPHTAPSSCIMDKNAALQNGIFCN
STAT1 blocker = STAT1 signaling inhibitors, primary screen, cell-based, HTS, luciferase reporter. NIH 3T3 STAT1-luciferase reporter, IFN-gamma, luminescence. AID 920, 2007. 200,000 compounds, 0.35% hits. inhibition, % at 5.5 µM;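 active means inhibition above a set limit, the mean inhibition across all tested compounds plus 3 SD, cut at about 34% in these data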;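 further: 0% = IFN-gamma with DMSO and 100% = IFN-gamma with 300 µM nifuroxazide; values of inactives mirror those of a sister screen read the other way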
* marks the source's active call; other numbers are inactive results; . = no result given.

The opening 2 compounds, ahead of the listing:
Sequence of screens: STAT3 act	STAT3 blocker	PPARg SRC2 recr	PPARg SRC3 recr	TLR4 MyD88 comp	TR-FRET SRC-2 ct	PPARg SRC-1 ag	ROMK primary	RAM network inh	S1P3 antagonist	STAT1 blocker
COc1cccc(CN2CCNC(=O)C2CC(=O)NCCc2cccc(C)n2)c1OC (stereo unspecified)
 : 103	2	-2	-3	7	1426	1	0.052	-0.8	-14	-11
Cc1ccc2c(c1)[nH]c1c(N3CCN(Cc4ccccc4)CC3)ncnc12
 : 76	31	1	13	-6	1516	11	.	0.5	25	22

Main list, repeating the preview:
Sequence of screens: STAT3 act	STAT3 blocker	PPARg SRC2 recr	PPARg SRC3 recr	TLR4 MyD88 comp	TR-FRET SRC-2 ct	PPARg SRC-1 ag	ROMK primary	RAM network inh	S1P3 antagonist	STAT1 blocker
COc1cccc(CN2CCNC(=O)C2CC(=O)NCCc2cccc(C)n2)c1OC (stereo unspecified)
 : 103	2	-2	-3	7	1426	1	0.052	-0.8	-14	-11
Cc1ccc2c(c1)[nH]c1c(N3CCN(Cc4ccccc4)CC3)ncnc12
 : 76	31	1	13	-6	1516	11	.	0.5	25	22
O=C(Nc1nc(-c2ccccc2)c(-c2ccccc2)s1)c1ccc(S(=O)(=O)N2CCCC2)cc1
 : 98	9	9	8	-4	1585	4	.	1.2	.	-2
O=S(=O)(c1ccccc1F)N(Cc1ccco1)Cc1nnc(-c2ccccc2Br)o1
 : 105	-1	-3	2	4	1594	4	-0.4	17*	-9	-13
CC(=O)NNc1nc(-c2ccc(NC(C)=O)cc2)cs1
 : 92	4	-4	-5	5	1394	5	.	1.9	-6	11
COc1ccc(CNC(=O)Oc2ccccc2)cc1Cl
 : 103	-3	2	1	2	1526	6	-0.022	0.3	.	-1
CC(C)CCN(C(=O)CNC(=O)c1ccco1)C(C(=O)NC1CCCCC1)c1ccco1 (stereo unspecified)
 : 90	20	8	5	3	1448	9	.	0.3	4	6
COc1ccccc1-c1nnc(SCC(=O)N2CCC(C)CC2)o1
 : 117	-18	13	3	3	1382	3	.	0.0	-14	-1
O=C(N1CCOCC1)C1(c2ccc(Cl)cc2)CCCC1
 : 101	-2	9	-2	-10	1645	5	0.36	1.2	.	4
CC(C)NS(=O)(=O)c1ccc(OCC(=O)Nc2cccc(F)c2)cc1
 : 110	-3	5	4	-6	1659	3	-0.0027	2.6	6	-15
O=C1C2ON(c3ccccc3)C(c3cccnc3)C2C(=O)N1Cc1ccccc1 (stereo unspecified)
 : 95	7	1	-10	2	1458	5	-0.082	0.3	.	19
COc1ccc(-c2c(S(=O)(=O)c3ccccc3)cnn2-c2ccccc2)cc1
 : 103	4	6	13	-6	1530	7	-0.085	6.6	.	7
CCN(CC(=O)NCc1cccs1)S(=O)(=O)c1cccc(C(C)=O)c1
 : 102	2	-6	-4	-16	1398	-3	.	1.5	-31	-4
Cc1ccc(SCC2CNc3nc4ccccc4c(=O)n32)c(C)c1 (stereo unspecified)
 : 111	-12	0	1	8	1477	2	.	0.1	.	-14
COc1cc(C2C(C(C)=O)=C(O)C(=O)N2CCN(C)C)ccc1O (stereo unspecified)
 : 112	-12	2	-1	-3	1429	6	.	0.7	.	-4
CCCCN1C(=O)/C(=c2\sc3nc(=O)c(-c4ccccc4)nn3c2=O)c2ccccc21
 : 101	-1	7	-9	11	1347	-8	.	1.9	.	4
CCN(CC)C(=O)CSc1nc2cc(OC)c(OC)cc2c(=O)n1Cc1ccc(Cl)cc1
 : 96	16	-2	-7	-1	1580	-2	.	1.5	.	-2
O=C1C2(c3ccccc3)CN(CCCO)CC1(c1ccccc1)CN(CCCO)C2
 : 101	2	1	3	-5	1473	2	.	0.3	-23	-3
CCOC(=O)CSc1cc(CS(=O)c2ccc(Cl)cc2)nc(-c2ccccc2)n1 (stereo unspecified)
 : 102	8	1	-11	5	1395	0	.	4.7	.	9
CCN(CC)CCNC(=O)c1ccc(NC(=O)c2ccc(F)cc2)cc1
 : 102	-2	2	2	-3	1903	3	-0.41	0.1	-13	-6

Copied from the list:
Under STAT3 act, COc1ccc(-c2c(S(=O)(=O)c3ccccc3)cnn2-c2ccccc2)cc1 is entered as 103
Under RAM network inh, O=S(=O)(c1ccccc1F)N(Cc1ccco1)Cc1nnc(-c2ccccc2Br)o1 is entered as 17*
Under S1P3 antagonist, Cc1ccc2c(c1)[nH]c1c(N3CCN(Cc4ccccc4)CC3)ncnc12 is entered as 25

The listing continues:
Sequence of screens: STAT3 act	STAT3 blocker	PPARg SRC2 recr	PPARg SRC3 recr	TLR4 MyD88 comp	TR-FRET SRC-2 ct	PPARg SRC-1 ag	ROMK primary	RAM network inh	S1P3 antagonist	STAT1 blocker
CCn1c(SCc2c(F)cccc2Cl)nnc1-c1ccco1
 : 103	-1	1	-11	-2	1377	-4	.	1.1	-7	-10
Cc1cccc(OCC(=O)Nc2ccc(S(=O)(=O)Nc3ccccn3)cc2)c1
 : 98	5	2	-1	2	1533	13	0.41	5.4	-18	-5
CC(C)(C)c1ccc(OC(=O)c2ccc3nsnc3c2)cc1
 : 106	0	-3	-12	-1	1566	2	-0.34	4.7	.	-2
O=C(NCCc1nnc2ccc(NCc3ccccc3Cl)nn12)c1ccccc1
 : 102	-1	-8	-7	-22	1327	4	0.43	4.3	-3	-2
O=C(O)CSCC(=O)NCc1ccc(Cl)cc1Cl
 : 97	10	8	5	-4	1639	3	-0.87	2.8	-3	1
Cc1ccnc(SCC(=O)c2cccc([N+](=O)[O-])c2)n1
 : 93	7	-2	-5	0	1629	4	.	-0.2	9	-9
COC(=O)c1cn(NC(=O)Cn2nc([N+](=O)[O-])c(Cl)c2C)c(=O)c2ccccc12
 : 97	6	1	3	1	1704	9	-0.98	0.6	-25	-9
C=CCN1C(=O)C(Cc2ccc(F)cc2)S/C1=N/N=C/c1cccs1 (stereo unspecified)
 : 101	3	10	9	13	1576	0	.	4.4	.	-10
Cc1ccccc1OCCn1c(=O)oc2ccccc21
 : 91	15	1	9	0	1624	2	.	1.2	1	-10
Cn1c(SCc2nc3ccccc3[nH]2)nnc1-c1ccccn1
 : 97	4	7	5	-2	1628	0	.	2.9	-26	6
COc1ccnc(Oc2ccccc2)c1C(=O)N/C=N/OCc1ccccc1F
 : 109	-5	-1	2	-13	1336	1	.	1.4	4	4
CCNC(=O)OCCC12CC3CC(CC(C3)C1)C2
 : 105	-8	2	1	2	1482	-1	0.44	-1.0	-7	-10
CN(Cc1ccccc1)Cc1nc2c(c(=O)n(C)c(=O)n2C)n1CCCc1ccccc1
 : 96	8	4	-5	3	1530	2	-3.6*	-0.1	-43	-1
CCC(C)N1C(=O)CN(C2CCCCCC2)C(=O)C1c1ccccc1F (stereo unspecified)
 : 104	-3	5	-4	-11	1551	10	-0.049	-0.1	10	6
Cc1ccc(OCC(=O)N2CCN(C(=O)c3ccc([N+](=O)[O-])cc3)CC2)cc1
 : 97	8	2	1	-4	1447	-2	0.18	0.2	-14	5
O=C(COc1ccc(Br)cc1CNC1CCCCC1)NCCc1ccccc1
 : 102	2	9	-2	4	1496	3	-5.2*	-0.7	-24	-2
CN1Cc2sc(N)c(C#N)c2CC1(C)C
 : 108	1	4	-2	-12	1747	5	.	0.0	11	4
CCCCNC(=O)CS(=O)Cc1nc(-c2cccs2)oc1C (stereo unspecified)
 : 94	15	-10	2	-2	1628	-4	.	2.1	-6	1
Cn1ccnc1C(=O)c1cc(SCC(=O)NCc2ccccc2)nc2ccccc12
 : 106	-2	-2	1	0	1683	-1	.	4.8	2	9
O=C(CN(CC1CCCO1)C(=O)CCC(=O)Nc1nccs1)NCc1ccc2c(c1)OCO2 (stereo unspecified)
 : 101	5	0	2	-4	1560	-2	0.012	1.0	-27	2

Fetched one by one from the entries so far, three records:
Sequence of screens: STAT3 act	STAT3 blocker	PPARg SRC2 recr	PPARg SRC3 recr	TLR4 MyD88 comp	TR-FRET SRC-2 ct	PPARg SRC-1 ag	ROMK primary	RAM network inh	S1P3 antagonist	STAT1 blocker
COc1ccccc1-c1nnc(SCC(=O)N2CCC(C)CC2)o1
 : 117	-18	13	3	3	1382	3	.	0.0	-14	-1
CCCCN1C(=O)/C(=c2\sc3nc(=O)c(-c4ccccc4)nn3c2=O)c2ccccc21
 : 101	-1	7	-9	11	1347	-8	.	1.9	.	4
Cc1ccc(OCC(=O)N2CCN(C(=O)c3ccc([N+](=O)[O-])cc3)CC2)cc1
 : 97	8	2	1	-4	1447	-2	0.18	0.2	-14	5

Next part:
Sequence of screens: STAT3 act	STAT3 blocker	PPARg SRC2 recr	PPARg SRC3 recr	TLR4 MyD88 comp	TR-FRET SRC-2 ct	PPARg SRC-1 ag	ROMK primary	RAM network inh	S1P3 antagonist	STAT1 blocker
COc1ccc(OC)c(CNc2ccc([N+](=O)[O-])cc2C)c1
 : 88	19	16	4	-9	1693	11	-1.8	7.7	-2	5
CCOc1ccc(NC(=O)Nc2ccc(Br)cn2)cc1
 : 86	26	-1	2	11	1555	-8	0.32	3.3	9	-51
COc1ccc(OCC(=O)NNC(=O)c2cccnc2)cc1
 : 108	-2	3	-13	-10	1473	2	.	0.5	.	4
Cc1cc2ccccc2n1CCNC(=O)COc1ccc2ccccc2c1
 : 102	3	2	0	5	3049*	1	.	12*	.	5

Source: PubChem BioAssay

Compounds as they come; any-hit rate near 5.6%.
